Epigenetic derep: regulators of epigenetic silencing causing reporter derepression in mouse cells; Potency, µM (doses to about 53.9 µM), for the others: at the highest dose GFP activation, usual class: activators; 0.2% of 280,000 active; murine LDR cells, GFP reporter derepression, 30 h; further: potency means the concentration at half of the fitted maximal effect; % of control where 0% means no effect; nearly all actives have a fitted effect of over 60% in size
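GFP-positive cell count by laser-scanning cytometry (objects 20–120 um) after 30 h, 37 C compound exposure of murine LDR cells; reporter is CMV-GFP integrated at a silenced locus, inducible by HDAC or DNMT inhibitors.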
CBFb-RUNX1 inh: inhibitors of human CBF-beta and RUNX1 interaction | Q01196+Q13951 | AlphaScreen CBFb-His/RUNX1-biotin binding, biochemical | Potency, µM (series often up to 59.8 µM), inactives show top-dose activity, negative = inhibition, most hits filed as inhibitors | 230,000 tested, under 10 active | AID 1477; further: % of control where 0% means no effect
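His-tagged CBF-beta and biotinylated RUNX1 (30 nM each) were premixed 20 min at room temperature, exposed to compound for 15 min, then given nickel-chelate and streptavidin AlphaScreen beads (50 ng each). After 90 min, AlphaScreen signal was read.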
TexasRed fluor: counter-screen for TRb-SRC2 inhibitors: fluorescence interference. TRb/SRC2 Texas Red total fluorescence interference. Potency, µM (top dose mostly 106 µM), for the others: at the top dose fluorescence change, negative = quenching. 0.29% of 280,000 active; active means well fitted curve in either direction with a large enough effect; inconclusive means small, poorly fitted or top-dose-only effect; further: potency means the concentration at half of the fitted maximal effect; on the % scale 0 is the no-effect control and ±100 the full control effect
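Human TRβ ligand-binding domain (0.6 uM) and Texas Red SRC2 peptide (20 nM) in Tris buffer with 1 uM T3 and 5% DMSO were incubated with pinned compound for 5 hr at ambient temperature. Total fluorescence was computed as S + 2P (555/632 nm).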
TRb-SRC2 inh: disrupts binding of human TR beta to SRC2. TRbeta-SRC2 peptide binding, fluorescence polarization; receptor liganded with 1 µM T3. P10828. Potency, µM (top dose mostly 106 µM), for the others: top-dose activity change, negative = inhibition, most hits filed as inhibitors. 0.065% of 280,000 active;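 further: potency means the concentration at half of the fitted maximal effect; plate controls were bound peptide for no effect and peptide without receptor for full effect; nearly all actives have a fitted effect of over 50% in size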
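Read-out is fluorescence polarization (555 nm excitation, 632 nm emission) of a Texas Red SRC2 coactivator peptide; loss of signal reflects blocked binding to human TRb ligand-binding domain in the presence of 1 uM T3.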
Tau fluor counter: counter-screen for tau fibril formation inhibitors; 0.93% of 280,000 active; Potency, µM (titrated, usually from 57.7 µM), for inactives: at the highest dose activity change, negative = decrease; tau K18 P301L Alexa594 fluorescence, heparin fibrillization; further: potency means the concentration at half of the fitted maximal effect; on the % scale 0 is the no-effect control and ±100 the full control effect; nearly all actives have a fitted effect of over 55% in size
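Human tau K18 P301L (15 uM unlabeled, 0.24 uM Alexa 594-labeled) in 100 mM sodium acetate pH 7 with 20 uM heparin, 6 hr at 37 C. ThT 30 uM added, 1 hr ambient; Alexa 594 FP and total fluorescence read at 555/632 nm.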
NPSR antagonist: antagonists of human neuropeptide S receptor cAMP signaling; Q6W5P4; CHO-NPSR cells, cAMP TR-FRET, antagonist mode; Potency, µM (top dose mostly 38.3 µM), for the others: at the top dose activity change, negative = inhibition, actives largely listed as inhibitors; 1% of 220,000 active; further: potency means the concentration at half of the fitted maximal effect; on the % scale 0 is the no-effect control and ±100 the full control effect; nearly all actives have a fitted effect of over 50% in size; many of its hits are not listed in these tables
Target sequence (Q6W5P4 whole entry, looked up): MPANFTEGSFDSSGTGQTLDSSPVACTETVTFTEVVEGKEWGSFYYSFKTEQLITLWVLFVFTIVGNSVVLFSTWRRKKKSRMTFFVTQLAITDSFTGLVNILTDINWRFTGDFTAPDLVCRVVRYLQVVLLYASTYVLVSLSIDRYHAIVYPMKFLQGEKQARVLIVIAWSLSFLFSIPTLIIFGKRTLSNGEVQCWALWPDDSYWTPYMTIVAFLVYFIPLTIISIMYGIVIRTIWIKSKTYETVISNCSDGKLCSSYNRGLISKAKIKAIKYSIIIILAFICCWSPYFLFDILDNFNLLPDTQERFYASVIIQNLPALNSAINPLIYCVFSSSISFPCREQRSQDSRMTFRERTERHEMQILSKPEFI
aGal spleen mod: alpha-galactosidase A (human) modulation. P06280. human spleen homogenate, 4MU-alpha-Gal fluorescence, 40 min. Potency, µM (series often up to 80 µM), for inactives: at the top dose activity change, negative = inhibition, actives largely listed as inhibitors. 0.008% of 240,000 active. AID 2107;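 further: potency means the concentration at half of the fitted maximal effect; 0% = enzyme with vehicle and -100% = no enzyme basal signal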
Target sequence (P06280 32-429 limits assumed): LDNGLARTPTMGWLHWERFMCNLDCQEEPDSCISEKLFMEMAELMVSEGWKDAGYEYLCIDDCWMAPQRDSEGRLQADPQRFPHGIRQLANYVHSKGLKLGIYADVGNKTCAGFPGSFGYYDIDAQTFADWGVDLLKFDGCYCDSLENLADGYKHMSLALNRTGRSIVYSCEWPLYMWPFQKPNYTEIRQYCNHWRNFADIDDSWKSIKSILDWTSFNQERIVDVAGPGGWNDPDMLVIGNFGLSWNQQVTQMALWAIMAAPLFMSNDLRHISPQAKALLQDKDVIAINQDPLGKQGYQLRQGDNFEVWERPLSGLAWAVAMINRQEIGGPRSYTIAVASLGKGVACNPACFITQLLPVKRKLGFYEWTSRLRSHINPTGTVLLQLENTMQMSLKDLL
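qHTS titration in buffer at pH 5.0. Alpha-galactosidase activity in spleen homogenate was measured via 4-methylumbelliferone release from 1 mM fluorogenic substrate after 40 min at 37C and a pH 10 stop. AC50 came from Hill fits of control-normalized data.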
Tau FP inhib: tau fibrillization inhibition (FP); P10636; K18 P301L tau heparin fibrillization, Alexa594 FP, 6 h; Potency, µM (series often up to 57.7 µM), for the others: at the top dose activity, negative = inhibition, hits mostly inhibitors; 0.39% of 280,000 active; AID 1468; further: potency means the concentration at half of the fitted maximal effect; on the % scale 0 is the no-effect control and ±100 the full control effect; nearly all actives have a fitted effect of over 55% in size
Target sequence (P10636 561-689 P618L limits assumed): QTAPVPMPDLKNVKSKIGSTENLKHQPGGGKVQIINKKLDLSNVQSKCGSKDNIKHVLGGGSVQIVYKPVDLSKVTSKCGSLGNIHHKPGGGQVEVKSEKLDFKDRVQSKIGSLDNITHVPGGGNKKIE
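K18 P301L tau (15 uM unlabeled/0.24 uM Alexa 594-labeled, final) + compound + heparin 20 uM final; 100 mM NaOAc pH 7; 6 hr 37 C; ThT 30 uM final added, 1 hr RT; FP ex 555/em 632 nm.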
* hit, by the source's call; ? = inconclusive; . = not tested or not shown; [ ] = dose if it differs, or a comment. Unless noted, the call rests on the fitted dose curve; in most records, active means well fitted curve in the direction sought with a large enough effect; inconclusive means small, poorly fitted or top-dose-only effect, or another doubt; inactive means no such curve, though single readings can be large; an effect the other way counts as inactive or inconclusive.

SMILES | Epigenetic derep | CBFb-RUNX1 inh | TexasRed fluor | TRb-SRC2 inh | Tau fluor counter | NPSR antagonist | aGal spleen mod | Tau FP inhib
CC1CCc2cc(F)ccc2N1C(=O)c1cccs1 (stereo not given) | 0.5% | -9% | -2% | -11% | -10% | -9% | 0% | -10%
COc1ccc(NC(=O)C23CCC(C)(C(=O)C2)C3(C)C)cc1 (stereo not given) | 0.0% | 2% | -2% | -2% | -3% | -5%[46.1 µM] | 2% | 0%
Cc1ccc(OCC(=O)NNC(=O)C(=O)NC(C)(C)C)cc1 | 2.2% | 4% | -1% | -2% | 4% | 19% | -4% | 8%
Nc1nc(NCc2ccccc2)nc(-c2ccccc2)n1 | 2.4% | 4% | 0% | -3% | -29% | ? | -8% | -10%
Cc1ccc(NC(=O)C(c2ccc(Cl)cc2Cl)N2CCCC2)cc1 (stereo not given) | 0.0% | 4% | 6% | 4% | -10% | ? | 5% | -9%
COc1ccc(C(=O)C(CN2CCCC2)c2ccccc2)cc1 (stereo not given) | -1.2% | 2% | -5% | -12% | 7% | -8%[46.1 µM] | 0% | 7%
COc1ccc(CCCC(=O)N/N=C/c2ccc(C)cc2)cc1 | -5.1% | -7% | -1% | -4% | -14% | -25% | -8% | 2%
CCOc1ccc(CO/N=C/c2c(C)[nH]c(=O)[nH]c2=O)cc1 | 9.6% | 2% | -4% | -1% | -1% | 23% | -3% | -3%
O=C(NNC(=O)C(Cl)Cl)c1cnn(-c2ccccc2)c1C(F)(F)F | 1.1% | 6% | -2% | -1% | -21% | -12% | -12% | -16%
Cn1c(=O)n(Cc2c(F)cccc2Cl)c(=O)c2c1nc1n2CCN1c1ccc(F)cc1 | 0.0% | . | 8% | 6% | -15% | . | . | -5%
CC(C(=O)c1c[nH]c(C(=O)N=CN(C)C)c1)c1ncc(C(F)(F)F)cc1Cl (stereo not given) | 5.3% | -7% | 0% | 0% | -4% | 11% | 8% | -3%
CC(C)(C)OC(=O)N1CCC(c2c(C(=O)Nc3ccc4c(c3)OCO4)cnn2-c2ccccc2)CC1 | -1.7% | . | -7% | -1% | ? | . | . | 8%
O=C(c1cccc([N+](=O)[O-])c1)c1ccc2c(c1)OCCOCCOCCO2 | 1.2% | 0% | -1% | 2% | -10% | 5% | -1% | -3%
COC(=O)c1c(NC(=O)CSc2ncnc3c2cnn3-c2ccccc2Cl)sc2c1CCCC2 | 0.0% | 17% | 0% | -6% | -9% | -20%[46.1 µM] | -2% | -7%
COc1ccc(S(=O)(=O)N(C)CC(=O)NC2CCCCC2)cc1OC | 0.0% | -2% | -5% | -8% | -4% | -6%[46.1 µM] | 2% | -10%
CCO[C@H]1OC(C(=O)N2CCOCC2)=C[C@@H](C)[C@@H]1CCCO | 1.7% | 9% | -2% | 2% | 6% | -6% | -4% | 3%
Nc1nnc(SCC(=O)Nc2ccc3nc(SCC(=O)Nc4ccccc4)sc3c2)s1 | 0.0% | 6% | 2% | -17% | 7% | 22% | 0% | 4%
COc1ccc(/C=C2/SC(=S)N(CCCC(=O)Nc3ccc(O)cc3)C2=O)cc1 | 0.0% | ? | 0% | 0% | ? | -34% | 3% | 0%
CC(=O)/C(=N\Nc1ccc(Cl)cc1Cl)Sc1nnc(-c2ccccc2)n1-c1ccccc1 | -0.1% | 1% | 0% | -6% | 1% | -22% | 11% | 6%
O=C(NCC1CCCO1)C(c1ccncc1)N(Cc1ccc(F)cc1)C(=O)CN1C(=O)c2ccccc2S1(=O)=O (stereo not given) | -3.0% | 6% | 0% | 6% | 7% | 8% | 6% | 1%
O=C(CSc1nn(-c2ccccc2)c(=S)s1)Nc1ncccn1 | -2.8% | -1% | 0% | -7% | -9% | 13% | ? | -2%
Cc1nc2ccccn2c1C(=O)NNS(=O)(=O)c1ccc(C(C)(C)C)cc1 | 0.1% | 2% | -1% | 1% | 8% | 5% | 6% | 4%
COc1cc(Cl)c(C)cc1Nc1nnc(-n2nc(C)cc2C)c2ccccc12 | ? | . | 0% | -5% | -12% | . | . | -1%
COC(=O)C(C#N)C(=C1C(=O)CC(C)(C)CC1=O)c1ccc(O)cc1 (stereo not given) | 0.9% | 9% | -1% | -2% | -2% | -8%[46.1 µM] | -9% | -3%
O=C(NCCCc1nc2ccccc2n1Cc1cccc(Cl)c1)C1CCCCC1 | -2.4% | . | 0% | -9% | -6% | . | . | 1%

3 of the compounds above, with two lines to a compound:
Below each compound: Epigenetic derep	CBFb-RUNX1 inh	TexasRed fluor	TRb-SRC2 inh	Tau fluor counter	NPSR antagonist	aGal spleen mod	Tau FP inhib
> COc1ccc(NC(=O)C23CCC(C)(C(=O)C2)C3(C)C)cc1 (stereo not given)
  0.0%	2%	-2%	-2%	-3%	-5%[46.1 µM]	2%	0%
> Cc1ccc(OCC(=O)NNC(=O)C(=O)NC(C)(C)C)cc1
  2.2%	4%	-1%	-2%	4%	19%	-4%	8%
> Nc1nc(NCc2ccccc2)nc(-c2ccccc2)n1
  2.4%	4%	0%	-3%	-29%	?	-8%	-10%

The main list resumes with the two entries that preceded the break.
SMILES | Epigenetic derep | CBFb-RUNX1 inh | TexasRed fluor | TRb-SRC2 inh | Tau fluor counter | NPSR antagonist | aGal spleen mod | Tau FP inhib
COC(=O)C(C#N)C(=C1C(=O)CC(C)(C)CC1=O)c1ccc(O)cc1 (stereo not given) | 0.9% | 9% | -1% | -2% | -2% | -8%[46.1 µM] | -9% | -3%
O=C(NCCCc1nc2ccccc2n1Cc1cccc(Cl)c1)C1CCCCC1 | -2.4% | . | 0% | -9% | -6% | . | . | 1%
Cc1cccc2nc(-c3ccc(Cl)s3)c(Nc3ccc4c(c3)OCCO4)n12 | -1.2% | . | -3% | 7% | ? | . | . | 15%
COc1ccc(CCn2cnc(=O)c(C#N)c2C)cc1OC | 2.4% | 1% | -2% | 1% | -5% | 15% | 0% | -1%
CN(C)S(=O)(=O)N(CC(=O)N(Cc1ccccc1)Cc1ccccc1)c1ccccc1 | -1.0% | -14% | -1% | 2% | -18% | -10%[46.1 µM] | -15% | 8%
C(#CC12CC3CC(CC(C3)C1)C2)CN1CCOCC1 | 0.1% | 0% | -2% | 7% | 4% | 0% | 14% | 1%
Cc1ccc(Cl)cc1N1CCN(C(=O)c2cc(S(=O)(=O)N3CCCC3)c[nH]2)CC1 | -3.7% | . | -1% | 2% | ? | . | . | 8%
O=c1[nH]nc(Cc2ccccc2)c2ccccc12 | -0.1% | 3% | 1% | 1% | -12% | 1%[46.1 µM] | 10% | -5%
O=C(NCc1n[nH]c(=S)n1-c1ccc(Br)cc1)c1cccs1 | 2.2% | 6% | -2% | -1% | -6% | -4% | 5% | 4%
CC1CN(C(=O)/C=C/c2ccc([N+](=O)[O-])s2)CC(C)O1 (stereo not given) | 5.2% | -11% | -2% | 3% | -7% | -24% | 0% | -3%
COc1cc(C(=O)OCCN2CCOCC2)ccc1O | -1.2% | 10% | -4% | -7% | 4% | -8%[46.1 µM] | 7% | 2%
Cc1ccc(S(=O)(=O)N2CCC(C(=O)N[C@@H](C)C(=O)NCC3CCCO3)CC2)cc1 (stereo not given in full) | 0.9% | 6% | 0% | -12% | 1% | 4%[46.1 µM] | -1% | -2%
C=CCOC(=O)c1[nH]c2c(c1C)C(=O)CC(c1ccco1)C2 (stereo not given) | 3.1% | -10% | -1% | -22% | -5% | ? | -4% | -4%
CCCN(CCC)C(=O)CN1C(=O)CSc2ccc(S(=O)(=O)N3CCC(C)CC3)cc21 | 0.0% | . | 2% | 0% | -12% | . | . | 3%
COCCNC(=O)c1sc2ncn(CC(=O)Nc3ccc(C)c(Cl)c3)c(=O)c2c1C | 0.0% | 0% | -1% | -4% | -12% | -25% | 4% | 0%
COC(=O)c1ccc(Cl)cc1NC(=O)N(Cc1ccc(OC)cc1)C1CCN(C(C)=O)CC1 | -1.2% | . | -1% | -2% | 5% | . | . | 6%
CSCCC(C(=O)OCC(=O)c1ccc(C)c(C)c1)N1C(=O)c2cc(Cl)c(Cl)cc2C1=O (stereo not given) | 0.9% | 4% | -2% | -11% | -7% | -7%[46.1 µM] | 0% | 7%
CC(C)(C)OC(=O)N1CCC(c2cc(=O)n3[nH]cc(C(=O)NC4CCCC4)c3n2)CC1 | -0.6% | -9% | -1% | 9% | -5% | -17%[46.1 µM] | -3% | 1%
COc1ccc(-c2noc(CN3CCCCC3c3nccn3C)n2)cc1 (stereo not given) | -4.6% | -1% | 0% | 9% | 3% | -19% | 9% | 15%
O=c1[nH]c2c(c(=O)[nH]1)CCC2 | -0.1% | 2% | -2% | -3% | 2% | 23% | -3% | ?
Cc1cccc(NC(=O)c2n[nH]c([N+](=O)[O-])c2Br)c1C | -0.4% | 21% | -5% | -1% | 2% | -46% | -2% | 1%
CCN(CC)c1ccc(/C=C(\C#N)C(N)=S)cc1 | 2.7% | ? | 0% | 1% | ? | ? | 1% | -2%
CC(=O)c1ccc(S(=O)(=O)Nc2cccc(S(=O)(=O)NC3=NCCC3)c2)cc1 | 0.9% | 0% | -2% | 0% | -2% | 17% | -4% | 2%
CCCSCCCNC(=O)c1sc2nc(C)cc(C)c2c1-n1cccc1 | -1.7% | . | -2% | 0% | 3% | . | . | 10%
Cc1noc(C)c1CSc1ccccc1C(=O)N1CCN(c2ccccc2)CC1 | 2.5% | -7% | -2% | 4% | -2% | -2%[46.1 µM] | 9% | 8%
O=C(NNC(=O)C12CC3CC(CC(C3)C1)C2)c1ccco1 | 2.5% | 3% | -2% | 8% | -5% | -6% | 7% | -2%
COc1cccc(NC(=S)NN=C2CCCCCC2)c1 | ? | -19% | 0% | 7% | -26% | -20% | 4% | -3%
O=C(NCc1ccccc1)c1cnc2sc(N3CCCC3)nn2c1=O | 0.0% | . | -7% | 1% | 10% | . | . | 9%
COc1cc(OC)cc(C(=O)NC(C(=O)NCCN(C)C)C23CC4CC(CC(C4)C2)C3)c1 (stereo not given) | ? | 3% | 0% | 1% | -12% | 7%[7.67 µM] | 0% | 0%
CN(C)c1nc(N(C)C)nc(N(C#N)CN2C(=O)c3ccccc3C2=O)n1 | -1.0% | 6% | 1% | -3% | -6% | 12% | -2% | -5%

This is a subset (hit frequency here may not be typical).
